ERAP1 HTS inh – blocks human ERAP1 aminopeptidase activity; Q9NZ08; recombinant ERAP1, Leu-AMC fluorescence, 60 min; inhibition, % at 10.7 µM; actives 0.15% (n = 340,000);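 active = mean replicate inhibition of at least 30%, or all replicates individually reaching that 30% level; inactive = mean below 30% and not every replicate reaching it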;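 also: 0% = neutral control wells and 100% = L-leucinethiol positive control wells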
miR-122 sensor – miR-122 inhibition in Huh7 cells. Huh7 miR-122 Renilla luciferase sensor, 48 h; neutral wells = 0, positive control = 100. activation (reporter increase), % at 12.5 µM. actives 0.3% (n = 340,000). AID 602342;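 active = mean replicate activation score at least 90 and every replicate individually at or above 90; inconclusive = only one of the two criteria met; inactive = neither criterion met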;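 also: higher luciferase means less miR-122 activity so hits act as miR-122 inhibitors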
F508del corr – correctors of CFTR F508del function in bronchial epithelial cells; CFBE cells, YFP halide quenching; stimulated with forskolin plus potentiator P3; % fluorescence drop versus neutral controls; activity (quench increase), % at 7.58 µM; actives 0.36% (n = 350,000);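 active = mean added fluorescence quench of at least 8% versus neutral control, with both replicates also reaching 8%; inconclusive = only one of the mean or replicate conditions met; inactive = mean below 8% and not both replicates reaching 8%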;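 also: cells transiently co-express mutant CFTR-F508del with the halide-sensitive YFP; corrector assay measuring rescue of mutant channel to the surface after 24 h compound exposure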
Casp6 inh – blocks human caspase-6 cleavage activity; P55212; purified caspase-6, Z-VEID-R110 cleavage fluorescence; inhibition, % at 12.5 µM; actives 0.53% (n = 350,000);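 active = mean inhibition across replicates at least about 35%, with every replicate also reaching that limit, limit read from the data; inconclusive = only one of the two criteria met; inactive = neither criterion met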;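 also: 0% = median of neutral control wells and 100% = no fluorescence left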
Target sequence (P55212 24-179 limits assumed): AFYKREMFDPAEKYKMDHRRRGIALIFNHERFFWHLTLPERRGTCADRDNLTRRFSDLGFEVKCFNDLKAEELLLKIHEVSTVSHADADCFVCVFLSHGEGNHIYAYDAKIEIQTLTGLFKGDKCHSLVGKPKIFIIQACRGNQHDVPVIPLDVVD
Target sequence (P55212 194-293 limits assumed): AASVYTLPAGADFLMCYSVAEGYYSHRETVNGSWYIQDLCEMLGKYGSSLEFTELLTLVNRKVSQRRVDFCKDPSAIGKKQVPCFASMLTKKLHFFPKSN
SIRT5 inh – inhibitors of human sirtuin-5 desuccinylase; Q9NXA8; Purified SirT5, succinyl-peptide AMC, trypsin-coupled fluorescence; inhibition, % at 15 µM; actives 1.1% (n = 330,000); AID 652115; in the data active = inhibition above about 15%; inconclusive = no clear call, values can overlap the other calls
Target sequence (Q9NXA8 whole entry, looked up): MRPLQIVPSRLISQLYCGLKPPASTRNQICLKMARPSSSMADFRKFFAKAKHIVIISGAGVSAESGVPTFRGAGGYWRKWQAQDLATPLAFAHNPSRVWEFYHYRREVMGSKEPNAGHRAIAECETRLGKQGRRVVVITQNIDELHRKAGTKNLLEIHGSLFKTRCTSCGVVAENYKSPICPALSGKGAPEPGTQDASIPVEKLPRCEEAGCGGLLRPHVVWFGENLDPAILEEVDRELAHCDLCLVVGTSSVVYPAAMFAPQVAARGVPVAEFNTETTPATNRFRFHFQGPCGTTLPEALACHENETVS
ERp5 inh – inhibitors of human ERp5; inhibition, % at 9.99 µM; actives 0.05% (n = 350,000); ERp5 insulin aggregation, absorbance 650 nm, 90 min;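 active = mean replicate inhibition above about 25%, with every replicate also reaching it, limit read from the data, passing the limit was not always enough; inconclusive = only one of those two criteria met; inactive = neither criterion met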
Target sequence (Q15084 whole entry, looked up): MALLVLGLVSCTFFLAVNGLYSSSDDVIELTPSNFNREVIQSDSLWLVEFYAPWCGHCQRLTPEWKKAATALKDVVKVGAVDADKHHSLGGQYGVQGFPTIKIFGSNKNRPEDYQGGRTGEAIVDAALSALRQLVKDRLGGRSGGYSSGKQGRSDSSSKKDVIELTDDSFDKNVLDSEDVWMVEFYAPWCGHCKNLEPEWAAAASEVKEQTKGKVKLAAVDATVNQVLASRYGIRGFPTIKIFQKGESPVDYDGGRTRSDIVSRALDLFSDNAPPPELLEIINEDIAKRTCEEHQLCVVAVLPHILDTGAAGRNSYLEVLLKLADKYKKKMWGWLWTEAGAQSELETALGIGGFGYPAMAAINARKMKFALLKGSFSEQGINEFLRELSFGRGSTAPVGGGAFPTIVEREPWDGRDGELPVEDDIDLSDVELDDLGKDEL
DENV2 CPE rescue – protects cells from dengue virus 2 cytopathic effect; AID 651640; actives 1.7% (n = 350,000); CPE inhibition, % at 9.99 µM; DENV2-infected cells, cytopathic effect rescue, plate reader; in the data active = CPE inhibition above about 20%, passing the limit was not always enough; inconclusive = no clear call, values can overlap the other calls; tested in BHK-21 cells;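 also: 0% = median of neutral control wells and 100% = median of positive control wells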
* = called active by the depositor; u = inconclusive; x = no result given; [ ] = another dose, or the depositor's remark. Outcome played no part in choosing rows. About 4% of those tested had a hit in this group.

SMILES	ERAP1 HTS inh	miR-122 sensor	F508del corr	Casp6 inh	SIRT5 inh	ERp5 inh	DENV2 CPE rescue
CC1ON=C(c2ccccn2)N(Cc2ccc3c(c2)OCO3)C1=O (stereo not drawn)	x	x	2.7	0	x	1	3
Clc1ccc(CCNc2ncnc3nc[nH]c23)cc1	-2	-9	-1.1	0	0	4	9
O=C(NC1CCN(C(=O)NCc2ccccc2)CC1)c1ccccc1	-3	-2	-0.3	1	-5	1	0
Cc1ccc(S(=O)(=O)Nc2cccc3c2O[C@@H](CN(C)S(=O)(=O)c2ccccc2)[C@@H](C)CN([C@H](C)CO)C3=O)cc1	x	7[16.7 µM]	-0.3	x	-6	x	x
C[C@@H]1CN([C@H](C)CO)C(=O)c2cc(C3=CCCC3)cnc2O[C@@H]1CN(C)C(=O)c1ccc2c(c1)OCO2	-1	-3[16.7 µM]	0.7	-1	-2	-1	-7
CCOc1ccccc1-c1ccc(C(=O)NCc2ccc(Cl)cc2)o1	1	x	-2.1	1	x	-1	-6
CC(=O)Nc1ccc(C2(c3ccc(NC(C)=O)cc3)C(=O)Nc3ccccc32)cc1	0	0	-2.1	-1	-1	2	1
COc1cc(N)c(Cl)cc1C(=O)OCC(=O)N1CCCC1	-1	-2	2.1	6	-3	0	-7
Cc1ccc(NC(=O)Nc2ccon2)cc1	2	x	-1.5	4	0	-4	6
CCOc1ccc(CC(=O)NNC(=S)NC)cc1	0	1	-1.7	-1	-4	12	5
C[C@@H]1CN([C@H](C)CO)C(=O)c2cc(C#CCN(C)C)cnc2O[C@@H]1CN(C)Cc1ccccc1F	1	0[16.7 µM]	x	4	0	2	9
Clc1ccc(CN=C(Nc2ccccc2)NC2CCCCC2)cc1	-5	x	-1.9	-3	-1	1	4
CSc1ccc(C(=O)N2CCC(n3nccc3NC(=O)C3CC3)CC2)cc1	-2	1	-0.8	1	-1	-4	-2
COc1ccc(N2CCN(C(=O)CNC(=O)c3ccc(Br)o3)CC2)cc1	-6	x	2.8	4	0	5	-4
CCOC(=O)c1c(-c2ccc(OC)c(OC)c2)csc1NC(=O)C1CCCO1 (stereo not drawn)	-4	x	2.5	3	-1	3	x
COC(=O)c1cccc(N(CC(=O)NC2CCCC2)C(=O)CCC(=O)Nc2cc(C)on2)c1	-3	-3	-5.1	0	2	3	8
CC(C)NC(=O)N[C@@H]1CC[C@@H](CCNS(=O)(=O)c2ccc(Cl)cc2)O[C@H]1CO	-3	x	-1.3	0	-5	4	-6
Cc1cc(C)cc(-n2ncc3c2CCCC3NC(=O)c2ccccc2N2CCOCC2)c1 (stereo not drawn)	-2	7	-0.9	4	-4	-2	2
Cc1ccc(C)c(S(=O)(=O)N2CCCC2CNC(=O)C(=O)NCc2ccco2)c1 (stereo not drawn)	0	13	-4.1	4	-1	2	7
COc1ccc(NC(=O)Cn2nnc(C(=O)NCc3ccccc3)c2N)c(OC)c1	-7	-1	0.5	x	-5	0	-3
COc1cc(C)c(Br)cc1S(=O)(=O)NCc1ccncc1	1	x	-0.3	0	x	2	-1
C[C@H]1CN([C@@H](C)CO)C(=O)c2cc(C#Cc3ccccn3)cnc2O[C@@H]1CN(C)C(=O)c1cnccn1	5	19[16.7 µM]	1.9	2	6	-8	12
CN(Cc1ccccc1)C(=O)CN1C(=O)NC2(CCCCCCC2)C1=O	1	-3	-0.1	-1	-16	-2	u
Cc1scc(C(=O)Nn2cnnc2)c1-c1ccccc1	-3	-5	0.7	17	-1	-1	x
CO[C@@H]1CN(C)C(=O)c2cc(NC(=O)Nc3c(C)noc3C)ccc2OC[C@@H](C)N(CC2CC2)C[C@@H]1C	0	x	2.9	-3	1	0	3
COc1cccc(-c2cc(C(F)(F)F)n3ncc(C(=O)N4CCc5ccccc5C4)c3n2)c1	2	-1	1.1	1	-3	9	-5
COc1ccc(OC)c(NC(=O)CCCc2ccccc2)c1	-1	-2	-0.9	4	-7	-6	0
Cc1ccc(-c2ccc3c(c2)O[C@@H](CN(C)CC2CC2)[C@@H](C)CN([C@H](C)CO)S3(=O)=O)cc1	8	2[16.7 µM]	-1.2	-2	0	-8	0
Cc1ccccc1-c1ccc2c(c1)O[C@@H](CN(C)C(=O)c1ccccn1)[C@H](C)CN([C@@H](C)CO)S2(=O)=O	-4	25[16.7 µM]	1.0	1	-2	3	-3
CC(=O)Nc1c(Br)cc2c(c1Br)Cc1cc(Br)ccc1-2	1	x	4.0	-2	x	0	12
COc1ccc(NC(=O)N(C)C[C@@H]2Oc3c(NC(=O)Nc4ccccc4)cccc3C(=O)N([C@@H](C)CO)C[C@H]2C)cc1	-7	2[16.7 µM]	2.3	4	2	-8	-6
C[C@H](CO)N1C[C@H](C)[C@H](CN(C)C(=O)C2CC2)Oc2ncc(C#Cc3ccccc3)cc2C1=O	-2	15[16.7 µM]	0.8	1	-3	-3	-6
CCOC(=O)N1CCN(C(=O)COc2cccc3c2CCN(Cc2cccc(C)c2)C3=O)CC1	-3	-3	x	1	1	17	1
C=CCn1c(SCC(=O)Nc2ccc(C(=O)OC(C)C)cc2)nnc1-c1cccs1	4	1	x	-1	-2	-5	x
CCc1sc(C(=O)N2CCc3cc(OC)c(OC)cc3C2CC(=O)O)cc1C (stereo not drawn)	-1	x	1.8	9	0	-5	20
CC(C)[C@H](NC(=O)c1ccccc1)C(=O)OCC(=O)c1ccc(S(=O)(=O)N2CCCCC2)cc1	-1	x	-2.1	-2	-3	-1	0
CO[C@H](CN(C)S(=O)(=O)c1ccccc1)[C@H](C)CN(Cc1ccccc1Cl)[C@@H](C)CO	1	x	-1.7	-3	-3	-1	2
O=S(=O)(NC1CC1)c1ccc(F)c(F)c1	3	1	-0.8	x	-5	3	5
CN(C)/N=C/c1ccc(/C=N/NC(N)=S)o1	12	x	x	1	-4	-6	11
C[C@@H]1CCCCO[C@@H](CN(C)S(=O)(=O)c2ccccc2)[C@H](C)CN([C@@H](C)CO)C(=O)c2cc(NS(C)(=O)=O)ccc2O1	0	-1[16.7 µM]	-1.4	0	1	6	-10
CC(C)N1CCC(C)(C(=O)Nc2ccccc2Oc2ccccc2)C1 (stereo not drawn)	7	-2	2.4	0	-4	9	13
CCCNC(=O)N1CCCC(C(N)=O)C1 (stereo not drawn)	-2	x	0.1	-2	5	1	-2
O=C(Nc1ccc(Cl)cc1C(=O)N1CCCC1)c1cccc([N+](=O)[O-])c1	-3	0	x	3	0	-3	-1
COCC#Cc1ccc2c(c1)O[C@H](CN(C)C(=O)C1CCOCC1)[C@H](C)CN([C@H](C)CO)S2(=O)=O	2	-10[16.7 µM]	1.0	2	0	-1	-2
Cc1nnc(SCC(=O)Nc2ccc(OC(F)F)c(Cl)c2)n(N)c1=O	4	x	-2.9	0	4	-3	-1
O=C(c1ccc(F)cc1)N1CC(=O)N2[C@H](CO)[C@@H](c3ccc(-c4cccnc4)cc3)[C@@H]2C1	0	x	0.0	1	-3	-2	-13
C[C@H]1CN([C@@H](C)CO)C(=O)c2cc(NC(=O)CCC(F)(F)F)ccc2O[C@@H]1CN(C)Cc1ccc(C(=O)Nc2ccccc2N)cc1	3	x	-2.2	-2	4	-3	0
COc1ccc(S(=O)(=O)n2ccc(-c3ccc4c(c3)CCC(C)(C)O4)n2)cc1	x	4	0.3	-4	-1	2	-5
O=C(Nc1ccccc1C(F)(F)F)N1CCCC1c1cccnc1 (stereo not drawn)	-2	x	-0.8	3	-6	x	0
COc1cc(OC)cc(C(=O)NC2CC3CCC(C2)N3C)c1 (stereo not drawn)	1	x	2.8	-5	1	1	-1
O=C(CSc1nnc(NC2CCCCC2)s1)Nc1ccc(N2CCOCC2)cc1	0	-2	3.9	0	-2	-1	-3
C=CCC1(CC=C)CCCN1C(=O)C1CCC(=O)N(CCc2ccccc2)C1 (stereo not drawn)	-3	-2	-0.6	1	-1	9	-9
COc1cccc(S(=O)(=O)N2CCCCN3[C@H](CO)[C@@H](c4ccc(C#CC(C)C)cc4)[C@@H]3C2)c1	2	-1[16.7 µM]	-1.1	3	0	-1	3
COc1ccc(CNC(=O)c2c(-c3cc(Cl)c(OC)c(Cl)c3)noc2C)cc1	x	6	0.6	0	x	-7	3
CCCN1C[C@H](CSC)C[C@@H]2c3cccc4[nH]cc(c34)C[C@H]21	-1	2	-5.0	6	9	-3	2
Cc1ccc(CCNC(=O)C2CC(c3ccccc3C(F)(F)F)=NO2)cc1 (stereo not drawn)	6	-26	0.9	1	-2	3	-2
O=S(=O)(NCc1ccc(Cl)cc1)c1cccc2cccnc12	1	32	2.9	33	-4	1	-4
CCN1CCCC1CNC(=O)c1cc2ccc(OC)cc2[nH]1 (stereo not drawn)	0	x	0.4	-32	-10	0	-1
NS(=O)(=O)c1ccc(NC(=S)NCc2cccc(Cl)c2)cc1	-9	x	3.0	1	3	5	-6
[N-]=[N+]=NCc1ccccc1C[C@@]1(C(=O)NCC(O)CO)N=C(c2ccc(OCCCO)cc2)O[C@@H]1c1ccccc1 (stereo partly drawn)	1	x	1.4	1	0	-3	0

Twelve entries from above, ordered by length of the SMILES, ascending:
SMILES	ERAP1 HTS inh	miR-122 sensor	F508del corr	Casp6 inh	SIRT5 inh	ERp5 inh	DENV2 CPE rescue
CCCNC(=O)N1CCCC(C(N)=O)C1 (stereo not drawn)	-2	x	0.1	-2	5	1	-2
O=S(=O)(NCc1ccc(Cl)cc1)c1cccc2cccnc12	1	32	2.9	33	-4	1	-4
NS(=O)(=O)c1ccc(NC(=S)NCc2cccc(Cl)c2)cc1	-9	x	3.0	1	3	5	-6
O=C(CSc1nnc(NC2CCCCC2)s1)Nc1ccc(N2CCOCC2)cc1	0	-2	3.9	0	-2	-1	-3
Cc1ccc(CCNC(=O)C2CC(c3ccccc3C(F)(F)F)=NO2)cc1 (stereo not drawn)	6	-26	0.9	1	-2	3	-2
C=CCC1(CC=C)CCCN1C(=O)C1CCC(=O)N(CCc2ccccc2)C1 (stereo not drawn)	-3	-2	-0.6	1	-1	9	-9
CCCN1C[C@H](CSC)C[C@@H]2c3cccc4[nH]cc(c34)C[C@H]21	-1	2	-5.0	6	9	-3	2
O=C(Nc1ccc(Cl)cc1C(=O)N1CCCC1)c1cccc([N+](=O)[O-])c1	-3	0	x	3	0	-3	-1
COc1ccc(S(=O)(=O)n2ccc(-c3ccc4c(c3)CCC(C)(C)O4)n2)cc1	x	4	0.3	-4	-1	2	-5
COCC#Cc1ccc2c(c1)O[C@H](CN(C)C(=O)C1CCOCC1)[C@H](C)CN([C@H](C)CO)S2(=O)=O	2	-10[16.7 µM]	1.0	2	0	-1	-2
[N-]=[N+]=NCc1ccccc1C[C@@]1(C(=O)NCC(O)CO)N=C(c2ccc(OCCCO)cc2)O[C@@H]1c1ccccc1 (stereo partly drawn)	1	x	1.4	1	0	-3	0
C[C@H]1CN([C@@H](C)CO)C(=O)c2cc(NC(=O)CCC(F)(F)F)ccc2O[C@@H]1CN(C)Cc1ccc(C(=O)Nc2ccccc2N)cc1	3	x	-2.2	-2	4	-3	0

Further compounds.
SMILES	ERAP1 HTS inh	miR-122 sensor	F508del corr	Casp6 inh	SIRT5 inh	ERp5 inh	DENV2 CPE rescue
CCOC(=O)C1CCN(c2c(Nc3ccc(C)c(C)c3)c(=O)c2=O)CC1	x	2	2.8	4	6	4	x
CO[C@H]1CN(C)C(=O)c2ccc(NS(=O)(=O)c3ccc(C)cc3)cc2OC[C@H](C)N(Cc2nccs2)C[C@H]1C	0	x	-0.4	1	-1	0	-8
O=C(CC(=O)N/N=C\c1ccccc1)NCCc1ccccc1	2	x	0.6	-4	-3	0	1
C[C@H](O)C#Cc1ccc2c(c1)O[C@@H](CN(C)C(=O)c1ccccc1)[C@H](C)CN([C@H](C)CO)S2(=O)=O	-1	-4[16.7 µM]	-0.8	-4	-4	5	-5
COCCN1Cc2cc3cc(C)ccc3nc2SC1=Nc1ccc(OC)cc1	-1	-2	-1.5	4	3	4	-5
Cc1ccc(-n2c(-c3ccco3)nc3nc4ccccc4nc32)cc1	-1	x	-1.7	-1	-4	-7	-8

Source: PubChem (Broad Institute)
